# Screening data from PubChem.
# Gli-Sufu block: antagonists of Gli-Sufu signaling. AID 588413. inhibition, % at 5 µM. actives 0.74% (n = 340,000). Sufu-KO-LIGHT fibroblasts, Gli luciferase reporter luminescence;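 active means inhibition above about 55%, limit read from the data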;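 further: 0% = DMSO-treated cells and 100% = wells with medium but no cells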
# GRIN3A LBD mod: modulators (binders) of human NR3A ligand-binding domain | NR3A LBD differential scanning fluorimetry, Tm shift; 0% = protein alone, 100% = glycine-bound protein | Tm shift relative to glycine control, % at 25 µM | actives 2.5% (n = 340,000);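 active means melting temperature shift of at least 10% of the positive control shift, at one fixed dose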
# APOBEC3G inh: APOBEC3G (human) deaminase inhibition; Q9HC16; inhibition, % at 20 µM; recombinant A3G, ssDNA deamination FAM/TAMRA fluorescence; actives 0.28% (n = 330,000); AID 493012;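 active means inhibition of at least 40% at 20 µM, with no more than 30% in the related APOBEC3A deaminase screen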;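 further: plate controls were DMSO wells with A3G for no effect and wells lacking A3G enzyme for full effect; some compounds called inactive have numbers as strong as hits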
# EBI2 block: antagonists of human EBI2 receptor; EBI2 beta-arrestin recruitment, luminescence, 7a,25-OHC stimulated; actives 0.81% (n = 360,000); inhibition, % at 5 µM; in the data active means inhibition above about 38%;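 further: enzyme fragment complementation signal reports receptor beta-arrestin coupling in cells; 0% = agonist plus DMSO wells and 100% = wells without agonist; some results beyond the cut were filed as inactive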
# CXCR6 inh: inhibitors of human CXCR6 receptor; O00574; CHO-K1 PathHunter CXCR6 beta-arrestin, luminescence; inhibition, % at 20 µM; actives 0.36% (n = 360,000); AID 602244; in the data active means inhibition above about 34%, passing the limit was not always enough;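 further: antagonist mode with CXCL16 agonist at 10 nM final; 0% = 10 nM CXCL16 with DMSO and 100% = unstimulated wells without agonist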
# Target sequence (O00574 whole entry, looked up): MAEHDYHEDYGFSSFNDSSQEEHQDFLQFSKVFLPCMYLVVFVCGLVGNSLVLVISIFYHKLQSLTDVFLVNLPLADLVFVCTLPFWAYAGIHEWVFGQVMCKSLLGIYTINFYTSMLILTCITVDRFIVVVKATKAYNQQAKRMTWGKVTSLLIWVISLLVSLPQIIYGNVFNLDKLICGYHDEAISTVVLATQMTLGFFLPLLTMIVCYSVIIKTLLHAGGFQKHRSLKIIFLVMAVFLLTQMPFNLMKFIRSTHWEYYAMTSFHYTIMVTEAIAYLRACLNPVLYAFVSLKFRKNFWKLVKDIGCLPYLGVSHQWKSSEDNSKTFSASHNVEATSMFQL
# MPTP block: permeability transition pore inhibition | isolated mouse mitochondria, Ca2+ swelling absorbance, 30 min | inhibition, % at 10 µM | actives 1.4% (n = 360,000) | AID 602449;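 active means inhibition of 50% or more, scaled per plate between neutral and stimulator controls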;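 further: 0% = DMSO wells given calcium and 100% = 1 mM EGTA wells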
# CCR6 antagonist: antagonists of human CCR6 receptor. P51684. CHO-K1 CCR6 PathHunter beta-arrestin, luminescence, CCL20-stimulated. inhibition, % at 20 µM. actives 0.49% (n = 340,000). AID 493098;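 active means compounds whose inhibition of the agonist-driven luminescence signal at 20 µM reaches about 50%, limit read from the data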;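 further: cells stimulated with CCL20 at 14 nM final; plate controls were DMSO with CCL20 for no effect and DMSO without agonist for full effect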
# Target sequence (P51684 whole entry, looked up): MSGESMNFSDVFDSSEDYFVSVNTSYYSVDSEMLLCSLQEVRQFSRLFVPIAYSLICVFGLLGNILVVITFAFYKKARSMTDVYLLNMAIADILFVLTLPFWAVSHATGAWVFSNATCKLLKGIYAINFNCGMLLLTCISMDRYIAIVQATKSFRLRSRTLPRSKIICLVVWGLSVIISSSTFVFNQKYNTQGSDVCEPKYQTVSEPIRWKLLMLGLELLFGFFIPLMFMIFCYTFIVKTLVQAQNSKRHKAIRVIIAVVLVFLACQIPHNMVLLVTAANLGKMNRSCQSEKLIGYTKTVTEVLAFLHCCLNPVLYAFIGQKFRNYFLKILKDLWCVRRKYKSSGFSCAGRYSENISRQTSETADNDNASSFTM
# A3A deaminase: human APOBEC3A DNA deaminase inhibition; inhibition, % at 20 µM; recombinant A3A, FAM/TAMRA ssDNA deamination fluorescence; actives 0.41% (n = 330,000); P31941;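 active means at least 40% inhibition at 20 µM here, with at most 30% in a related deaminase screen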;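 further: plate controls were A3A with DMSO for no effect and wells lacking A3A enzyme for full effect; some results filed as inactive read as strong as hits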
# Target sequence (P31941 whole entry, looked up): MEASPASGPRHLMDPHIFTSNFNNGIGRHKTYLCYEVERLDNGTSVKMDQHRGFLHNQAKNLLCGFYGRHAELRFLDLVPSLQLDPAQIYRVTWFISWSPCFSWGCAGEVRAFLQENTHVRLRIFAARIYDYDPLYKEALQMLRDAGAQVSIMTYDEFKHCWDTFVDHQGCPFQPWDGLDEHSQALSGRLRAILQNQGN
# * marks the source's active call; other numbers are inactive results; . = no result given.
SMILES,Gli-Sufu block,GRIN3A LBD mod,APOBEC3G inh,EBI2 block,CXCR6 inh,MPTP block,CCR6 antagonist,A3A deaminase
COc1ccccc1NC(=S)N1CCN(c2ncccn2)CC1,0.4,0.0,-4.0,-6.6,-6.8,-1.7,6.2,-3.5
CCOC(=O)c1cccc(NC(=O)c2c(NCc3ccccc3)[nH]c(=O)[nH]c2=O)c1,2.4,5.9,-8.6,14.1,-8.8,0.8,5.8,-4.3
COc1ccc(C(CNC(=O)Nc2ccccc2)N2CCN(C)CC2)cc1 (centres undefined),15.7,-0.3,4.2,-7.8,-1.8,0.1,-10.1,0.5
CCOC(=O)N1CCN(C(=O)CSc2nnc(CNC(=O)c3c(F)cccc3Cl)o2)CC1,-1.7,0.6,-2.9,-6.2,3.0,0.5,-3.7,-0.1
O=C(O)/C=C/C(=O)Nc1ccccc1SC(F)(F)F,2.0,2.4,-2.3,-2.4,0.4,-0.1,-3.2,1.5
O=C(Cn1nnc(-c2ccccc2F)n1)Nc1ccc(C(=O)N2CCOCC2)cc1,4.5,1.2,-2.8,-1.1,0.4,-0.7,9.2,-1.2
CCOC(=O)c1ccc(NCCOC)c([N+](=O)[O-])c1,-19.2,-4.0,-8.0,7.9,1.2,0.8,7.8,-2.5
CCn1c(O)c(/C=C2\C=Nc3ccccc32)sc1=Nc1ccc(C)cc1,-2.2,17.9*,-5.6,30.2,14.9,30.4,8.7,-1.7
COc1ccc(C(=O)NCC(=O)N2CCC3(CC2)NCCc2[nH]cnc23)cc1,-4.2,1.1,-7.0,-18.1,-4.4,1.1,11.1,-8.5
CCCCC1(C(=O)OCC)CC(CSC(=N)N)OC1=O (centres undefined),1.6,0.8,-5.9,-5.8,-0.7,-3.1,2.1,-0.2
COc1cccc(NC(=S)N2CCc3cc(OC)c(OC)cc3C2)c1,8.9,4.5,-11.8,-7.0,-6.1,1.9,-4.6,-1.8
Cc1cc(C)cc(N(C(C)C(=O)N2CCCC2)S(C)(=O)=O)c1 (centres undefined),10.2,-5.2,-6.5,-12.7,-2.7,-0.7,7.2,-2.3
Oc1ccccc1N=Cc1sc2ccccc2c1Cl,0.6,1.9,-2.8,-2.2,3.1,2.5,4.9,-2.2
COCCNC(=S)N1CCN(c2cccc(C)c2C)CC1,23.7,2.7,-5.7,3.8,-1.0,0.6,-6.5,-3.4
Cc1ccn(S(=O)(=O)c2ccc3oc(=O)ccc3c2)n1,-1.9,1.3,-8.0,-7.0,-2.5,-4.1,5.5,0.4
O=C(CN1CCCc2ccccc21)Nc1ccccc1[N+](=O)[O-],-3.1,0.8,-3.8,9.0,5.4,1.4,-7.3,-4.9
CN1C(=O)C(O)(CC(=O)c2cccnc2)c2ccccc21 (centres undefined),-2.9,1.5,-5.6,-9.5,-10.8,-0.6,6.2,2.0
O=C(CN1CCC(C(=O)c2ccc(F)cc2)CC1)Nc1ccccc1Cl,18.6,-4.0,-4.7,6.1,-1.7,-1.1,-0.7,9.0
CCCCC(=O)Nc1ccc(C(=O)NNC(=O)c2ccco2)cc1,-3.5,-2.6,-3.4,-7.8,-3.4,1.0,0.5,-2.1
COc1cc(S(=O)(=O)N2CCOCC2)ccc1NC(=O)COC(=O)/C=C/c1cc(OC)c(OC)c(OC)c1,8.3,-2.3,14.2,-7.6,4.2,0.0,0.1,25.6
C=CCSc1nnc(NC(=O)CCNC(=O)c2ccco2)s1,-15.1,1.3,-3.6,-4.3,7.4,-0.7,-3.0,-1.7
Cc1ccccc1-c1cc(C(=O)NCc2ccc3c(c2)OCO3)nn1CC1CC(c2cccc([N+](=O)[O-])c2)=NO1 (centres undefined),10.0,-1.9,-7.3,7.5,5.6,-0.2,17.1,-3.0
O=C(CNC(=O)c1ccc(Br)o1)NCc1ccccc1Cl,-17.2,3.1,4.7,-7.3,9.6,-1.4,-5.0,0.7
O=C(c1ccc(F)c(S(=O)(=O)N2CCOCC2)c1)N1CCN(c2ncccn2)CC1,0.6,-3.6,-4.1,-16.8,3.8,-0.3,-5.5,15.0
O=C(c1cnn(C(=O)c2ccco2)c1)c1ccccc1O,-3.9,1.7,-5.9,-9.3,-13.4,-0.3,-10.5,-2.3
# (continued)
SMILES,Gli-Sufu block,GRIN3A LBD mod,APOBEC3G inh,EBI2 block,CXCR6 inh,MPTP block,CCR6 antagonist,A3A deaminase
Cc1ccc(C)c(N2CCN(C(=O)c3cc4sccc4n3C)CC2)c1,4.8,-2.2,-2.8,73.9*,3.0,-0.6,2.0,-0.7
O=C(Nc1cc(C(=O)Nc2ccccc2C(=O)O)cc(C(=O)Nc2ccccc2C(=O)O)c1)c1ccccc1,2.4,-3.4,-10.4,-6.3,-9.2,-1.0,6.3,-6.2
CC(C)c1nnc(NC(=O)Cc2cccs2)s1,-9.0,-1.1,-1.6,-1.9,7.2,0.8,1.5,-1.5
CC(C)CNC(=O)COC(=O)c1ccc(F)cc1Cl,3.4,-0.7,-2.5,-5.4,-1.1,-1.3,-1.1,0.7
COc1ccc(-c2ccc3c(N)c(C(=O)c4cccc(OC)c4)sc3n2)cc1,2.7,17.4*,-0.9,33.8,-3.6,1.9,13.1,2.8
COc1ccc(NS(=O)(=O)c2ccc(SC)cc2)cc1,-13.3,0.8,-2.0,1.2,2.5,2.1,5.0,-1.0
CCC(C)NC(=O)CSc1ccc(S(=O)(=O)N(C)C2CCCCC2)cn1 (centres undefined),3.4,-0.9,-8.9,10.7,-1.1,-0.1,7.7,41.8*
CS(=O)(=O)c1ccc2nc(NC(=O)c3cccc(Cl)c3)sc2c1,-5.4,-2.7,-9.1,-6.1,-9.8,0.6,17.2,-2.5
OC[C@@H]1[C@@H](c2ccccc2)C(c2ccc(F)cc2)=NN1c1ccccc1,-4.2,-9.2,-0.1,11.5,-0.9,2.1,8.9,0.1
Cc1ccc(C(=O)CSc2nnc(-c3ccc4[nH]c(C)c(C)c4c3)o2)cc1C,-0.9,1.1,-4.5,15.6,-4.7,2.8,4.1,-0.5
O=C(COC(=O)CCc1ccccc1)NC1CCS(=O)(=O)C1 (centres undefined),-7.5,-0.4,-8.2,-11.5,-16.0,0.3,6.0,-1.1
CCOc1ccc(OCC)c(-c2c(=O)n(OCc3ccccc3Br)c3ccccc3[n+]2[O-])c1,-0.3,-4.1,-3.5,5.9,6.8,0.4,19.0,-0.3
O=[N+]([O-])/C=C1\CCCCCN1,6.7,0.4,-7.0,-2.4,-8.0,2.0,-2.0,-2.8
O=C(C1CCCO1)N1CCN(C(=S)Nc2ccccc2)CC1 (centres undefined),5.7,1.6,-4.8,-19.0,-7.1,-1.3,4.2,0.1
Cc1c(NC(=O)C(C)OC(=O)c2cccc([N+](=O)[O-])c2)c(=O)n(-c2ccccc2)n1C (centres undefined),-8.9,-1.3,-2.1,3.0,-2.4,3.1,-4.2,0.8
Cc1ccc(NC(=O)C2CCCN(S(=O)(=O)c3cccc4cccnc34)C2)cc1 (centres undefined),3.8,3.3,0.5,-2.6,6.5,0.0,8.0,-0.2
Cc1cc(NC(=O)CCSc2ccccc2)no1,9.5,0.1,-14.6,1.2,-5.6,3.7,9.6,-3.7
CC(NC(=O)COC(=O)Cc1ccc(Cl)cc1)c1ccccc1 (centres undefined),3.9,-4.0,-4.7,-6.3,4.7,-2.1,8.1,-4.8
Cc1ccc(CS(=O)(=O)CCC(=O)NCC2CCCO2)cc1 (centres undefined),-1.6,1.0,-0.8,0.4,-2.6,-0.8,3.6,-0.6
O=C(O)CCC(=O)N1CCc2cc(S(=O)(=O)N3CCCCC3)ccc21,-1.4,1.3,-3.3,-21.1,7.6,-2.9,-5.9,1.1
O=C(c1ccco1)N1CCN(c2cc(C(F)(F)F)nc3ncnn23)CC1,-1.1,3.5,1.7,3.7,-9.8,-1.1,-7.5,6.2
O=C(NCc1ccc(Cl)cc1)C(=O)c1cn(CC(=O)N2CCOCC2)c2ccccc12,-2.0,-3.6,-2.3,10.4,0.2,-0.7,8.1,0.1
COCCCNC1CS(=O)(=O)CC1O (centres undefined),6.6,0.6,-3.7,-5.8,-3.3,0.6,5.4,2.0
Cc1ccc(Cl)cc1NC(=O)CCN1C(=O)C2C3CCC(C3)C2C1=O (centres undefined),-1.7,1.2,-4.0,-5.6,-1.7,0.0,6.0,-3.9
COC(=O)c1sc(=S)n(-c2ccccc2)c1N,-3.7,-0.2,33.6,-1.4,6.1,-5.5,-3.1,0.5
# Next section:
SMILES,Gli-Sufu block,GRIN3A LBD mod,APOBEC3G inh,EBI2 block,CXCR6 inh,MPTP block,CCR6 antagonist,A3A deaminase
COc1ccc(/C(C)=N\Nc2nc(-c3ccccc3)cc(=O)[nH]2)cc1,32.1,8.4,-8.4,11.3,-8.8,1.8,9.9,-8.3
CSCC[C@H](NC(=O)Cc1ccc(Cl)cc1)C(=O)N1CCC2(CC1)NCCc1[nH]cnc12,1.7,-2.0,-3.2,-9.1,-4.2,-0.2,10.1,-6.1
CCOC(=O)C(NC(=O)c1ccc(F)cc1)(Nc1nnc(C)s1)C(F)(F)F (centres undefined),3.8,0.9,-6.2,-0.6,5.4,1.0,12.6,0.0
COCc1ccc(-c2c(-c3ccsc3)sc3ccccc23)cc1,-10.1,0.7,-8.6,4.8,-5.4,4.0,13.7,12.1
O=[N+]([O-])c1cccc(-n2nnnc2CNCc2ccccc2)c1,3.4,1.7,-3.1,4.4,-7.9,0.9,-5.4,-8.1
CCNC(=S)Nc1ccc(C)c(S(=O)(=O)Nc2ccccc2OC)c1,5.1,-0.2,-3.3,-3.6,-0.6,2.7,8.7,2.5
Fc1ccc(-n2c(Cc3cccs3)n[nH]c2=S)cc1Cl,-6.8,-0.4,11.3,-5.2,-0.4,1.4,0.9,-10.0
Cc1cc(S(=O)(=O)NC(C)c2nnc3ccccn23)ccc1Br (centres undefined),-0.6,1.4,-6.2,-0.5,5.4,0.8,10.7,-1.5
Cn1cc(C(=O)Nc2ccc(Cl)cc2)c(C(F)(F)F)n1,4.6,1.4,-5.1,-1.2,3.5,8.2,4.2,-2.5
CC1CCCN(Cc2nc3c(c(=O)n(C)c(=O)n3C)n2Cc2c(F)cccc2Cl)C1 (centres undefined),6.8,0.2,-0.9,5.4,1.0,-1.5,8.4,-1.4
O=C(Nc1cc(Cl)cc2c1-c1ccc(Cl)cc1C2O)C(Cl)Cl (centres undefined),-1.9,3.0,.,44.1*,-0.6,92.9*,29.8,.
CCC(Oc1ccccc1)C(=O)N1CCN(CC)CC1 (centres undefined),-7.8,-7.2,-0.8,-9.1,-0.1,-1.6,7.6,-1.0
COc1ccc(S(=O)(=O)N2CCCC2c2cccs2)cc1 (centres undefined),3.3,-1.6,-4.2,-4.2,-2.1,1.5,3.9,-2.5
N#Cc1cccc(C(c2nnnn2C2CCCC2)N2CCCCCC2)c1 (centres undefined),-2.8,0.1,2.6,10.4,5.6,-0.5,11.3,1.6
CN(C)S(=O)(=O)c1cc(NC(=O)CN2CCNC(=O)C2)ccc1Cl,1.0,-6.1,-0.2,-12.8,1.9,0.9,12.4,-0.4
